Screens: PubChem BioAssay, several laboratories
TCR-CD3 inh = human TCR-CD3 binding inhibition; AID 651800; TAMRA-labeled TCR probe fluorescence, biochemical; inhibition, % at 9.4 µM; 360,000 compounds, 0.37% hits; in the data active = inhibition above about 19%;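 also: recombinant mutant TCR 2C K166C tagged with TAMRA read by polarization; 0% = receptor in buffer alone and 100% = receptor with positive control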
NR1D1 modulator = modulates human Rev-erb alpha binding to DNA; P20393; Rev-erbα–FITC-DNA binding, fluorescence polarization, 90 min; activity, % at 10 µM; 370,000 compounds, 0.79% hits;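 active = activity above about 14%, limit read from the data; passing the limit was not always enough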;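 also: 0% = DMSO wells with 35 nM protein and 100% = DMSO wells with 750 nM protein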
Target sequence (P20393 whole entry, looked up): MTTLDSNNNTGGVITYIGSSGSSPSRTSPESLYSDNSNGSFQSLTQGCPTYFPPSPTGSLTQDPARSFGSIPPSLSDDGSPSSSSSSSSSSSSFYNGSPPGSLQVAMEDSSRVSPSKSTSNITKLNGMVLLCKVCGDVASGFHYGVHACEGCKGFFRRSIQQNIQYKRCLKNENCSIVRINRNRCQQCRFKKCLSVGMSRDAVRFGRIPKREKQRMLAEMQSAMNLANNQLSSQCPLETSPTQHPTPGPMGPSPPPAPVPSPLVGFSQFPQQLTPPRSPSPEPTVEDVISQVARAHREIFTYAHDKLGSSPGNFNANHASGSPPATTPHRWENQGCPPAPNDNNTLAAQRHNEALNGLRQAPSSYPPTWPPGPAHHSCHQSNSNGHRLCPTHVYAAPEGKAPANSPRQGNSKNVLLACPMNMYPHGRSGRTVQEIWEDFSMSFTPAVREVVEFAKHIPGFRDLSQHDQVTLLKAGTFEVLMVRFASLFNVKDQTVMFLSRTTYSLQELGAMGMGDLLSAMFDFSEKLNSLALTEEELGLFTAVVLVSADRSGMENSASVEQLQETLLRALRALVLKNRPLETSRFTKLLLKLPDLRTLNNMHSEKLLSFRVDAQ
LEDGF integ inh = blocks HIV-1 LEDGF/p75-dependent DNA integration; inhibition, % at 3.7 µM; TR-FRET IN-LEDGF/p75 DNA integration, Eu/Cy5; 370,000 compounds, 0.64% hits;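 active = inhibition above the screen-wide mean plus 3 SD, cut at about 13% in these data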;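 also: signal is the Cy5 over europium emission ratio at 671 and 618 nm; 0% = plate median of compound wells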
PRMT1 FP inh = PRMT1 (human) inhibition, primary screen; Q99873; recombinant PRMT1, activity-based probe fluorescence polarization; inhibition, % at 2.79 µM; 370,000 compounds, 1.3% hits; AID 652257;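 active = inhibition above about 21% made by adding two undisclosed values, limit read from the data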
UHRF1 binding = UHRF1 methyl-DNA binding inhibition; Q96T88; UHRF1 binding to methylated oligo, TR-FRET; inhibition, % at 4.4 µM; 370,000 compounds, 0.75% hits; in the data active = inhibition above about 21%;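 also: UHRF1 SRA domain binding a hemimethylated CpG hairpin DNA probe; 0% = median of test compound wells and 100% = reference inhibitor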
MBD2 inh = blocks human MBD2 binding to methylated DNA | Q9UBB5 | TR-FRET, MBD2 binding to methylated oligonucleotide | inhibition, % at 4.4 µM | 370,000 compounds, 0.31% hits | AID 686964; in the data active = inhibition above about 13%
PG9 binder = PG9 antibody binding by small molecule; AID 624416; inhibition, % at 6.7 µM; TR-FRET gp120-PG9 antibody binding; 360,000 compounds, 0.43% hits; in the data active = inhibition above about 8.5%
ABHD4 inh = inhibits mouse alpha/beta hydrolase domain 4. inhibition, % at 8.92 µM. purified mABHD4, FP-Rh probe fluorescence polarization. AID 720543. Q8VD66. 370,000 compounds, 0.54% hits;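 active = inhibition exceeding the mean over every tested compound plus 3 SD, cut at about 30% in these data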;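 also: 0% = plate median of compound wells and 100% = S159A mutant with DMSO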
Target sequence (Q8VD66 whole entry, looked up, the tested form may be a part): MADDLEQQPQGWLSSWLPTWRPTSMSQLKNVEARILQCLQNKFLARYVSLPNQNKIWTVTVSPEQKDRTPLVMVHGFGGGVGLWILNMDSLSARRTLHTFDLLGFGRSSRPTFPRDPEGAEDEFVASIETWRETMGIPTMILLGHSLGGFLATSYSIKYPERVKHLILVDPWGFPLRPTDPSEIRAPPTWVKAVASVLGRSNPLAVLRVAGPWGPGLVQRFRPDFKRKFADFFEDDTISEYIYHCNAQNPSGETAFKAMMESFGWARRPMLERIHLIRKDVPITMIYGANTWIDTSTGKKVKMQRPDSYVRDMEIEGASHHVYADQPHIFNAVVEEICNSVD
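Assay system: mABHD4 protein; medium: HEPES pH 7.0, NaCl, Pluronic buffer; dosing: 8.92 µM, single dose; schedule: 45 min + 60 min at 25 °C; signal: FP readout, ex 525 nm / em 598 nm; read-out: normalized percent inhibition of probe labeling; repeats: single replicate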
rCAG binder = binds r(CAG) RNA repeats; r(CAG) RNA repeat, TO-PRO-1 dye displacement fluorescence; inhibition, % at 3 µM; 370,000 compounds, 1.3% hits; AID 651821;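 active = inhibition above the plate cutoff, the mean of all test compounds on that plate plus 3 SD, cut at about 35% in these data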;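 also: 0% = DMSO alone and 100% = 100 µM mitoxantrone as full dye displacement; higher means more dye released from RNA so lower well fluorescence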
HTRA1 inh = HTRA1 (human) protease inhibition | 340,000 compounds, 0.5% hits | recombinant HTRA1, FP-rhodamine activity-based probe, fluorescence polarization | inhibition, % at 5.96 µM | Q92743; in the data active = inhibition above about 36%;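 also: 0% = enzyme with DMSO and 100% = wells lacking enzyme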
An asterisk follows results filed as active; · = no result given. These rows are one share of the data, so the mix of outcomes need not match the whole.

SMILES | TCR-CD3 inh | NR1D1 modulator | LEDGF integ inh | PRMT1 FP inh | UHRF1 binding | MBD2 inh | PG9 binder | ABHD4 inh | rCAG binder | HTRA1 inh
CCC(C(=O)Nc1cc(C(=O)Nc2cc(C)ccn2)ccc1Cl)c1ccccc1 (stereo not drawn) | 0 | 1 | 1 | 1 | 4 | 4 | -1.9 | -15 | 2 | -47
CCOC(=O)c1[nH]nc(N)c1NC(=O)c1ccc(Cl)cc1Cl | 8 | -2 | -1 | 1 | -1 | 4 | 0.0 | 3 | -4 | -3
O=C(Cn1cccc1)NCc1cccs1 | 4 | -1 | -1 | 1 | -1 | -3 | -1.6 | -2 | 2 | 0
CC(=O)N(CCc1ccccc1)Cc1cc2cc(C)ccc2[nH]c1=O | 3 | 0 | -3 | 2 | 1 | 6 | -1.3 | 3 | -7 | 3
COCc1cc(Sc2ccc(Cl)cc2Cl)nc(-c2ccccc2)n1 | 1 | 5 | 2 | -1 | -3 | 3 | -0.4 | 6 | -1 | -11
COCCCn1c(SCc2cccc(C(F)(F)F)c2)nc2cc(OC)c(OC)cc2c1=N | 1 | 1 | 1 | 1 | 3 | 3 | 0.5 | -31 | 0 | -18
O=C(c1ccco1)N1CCN(C(=O)C2(S(=O)(=O)c3ccc(Cl)cc3)CC2)CC1 | 5 | 1 | 2 | 0 | 0 | 0 | -1.3 | -1 | 3 | 4
COC(=O)c1ccc(NC(=O)C23CC4CC(C2)CC(n2cnc(Cl)n2)(C4)C3)cc1 | 5 | 3 | 2 | 0 | -1 | -4 | -0.8 | 7 | -1 | -8
CCOC(=O)C1=CN(CC)S(=O)(=O)NC1CC (stereo not drawn) | 7 | 1 | 2 | 0 | -1 | 1 | 0.2 | 0 | 2 | 4
COc1ccc(C2C(C#N)=C(N)Oc3c2c(-c2ccccc2)nn3-c2ccccc2)c(OC)c1OC (stereo not drawn) | 8 | 2 | 12 | 3 | 3 | -8 | -2.2 | 19 | 42* | -7
CN(C)C(=O)CSc1nc(-c2ccccc2)c(-c2ccccc2)o1 | -3 | 7 | 2 | 2 | -1 | 3 | -2.1 | -5 | -5 | -11
CCCN(CC(=O)Nc1ccccc1C)C(=O)C1CC(=O)N(c2ccccc2C(C)CC)C1 (stereo not drawn) | -5 | 1 | -1 | 4 | 0 | -5 | 0.6 | -4 | -4 | 5
CCc1ccc(C=NC23CN4CN(CN(C4)C2)C3)s1 | 1 | -5 | 4 | -1 | 0 | -3 | 0.1 | 2 | 1 | 4
CC(C)N1C(=O)C(O)(C2COC(C)(C)CC2=O)c2ccccc21 (stereo not drawn) | 1 | 2 | 3 | 1 | 1 | -2 | 0.2 | 0 | -2 | 5
CCOC(=O)C1CCN(CCC(=O)Nc2ccccc2)CC1 | -7 | -6 | -2 | -3 | 1 | -5 | -1.4 | 8 | -2 | -1
O=C(CN(C(=O)c1ccc2c(c1)OCCO2)c1ccccc1)NCC1CCCO1 (stereo not drawn) | 5 | 4 | -2 | 0 | -3 | -4 | -1.6 | 4 | -2 | -1
C1=CC2(C=C1)OC21CCC2(C=CC3(C2)OC3C2CCCCC2)CC1 (stereo not drawn) | 6 | -2 | 0 | -2 | -1 | 0 | -0.6 | 0 | 3 | 1
CN(C)C(=O)CSc1nnc([C@H](Cc2c[nH]c3ccccc23)NC(=O)OC(C)(C)C)o1 | -2 | 2 | 0 | 5 | 5 | 7 | 3.3 | -8 | 0 | 3
COc1cnn(Cc2ccccc2)c(=O)c1SCc1ccccc1 | -5 | -1 | 2 | 14 | -5 | -6 | -1.6 | 9 | -4 | -4
CCOC(=O)c1ccc(CNC(=O)c2n[nH]c(=O)c3ccccc23)o1 | 3 | -6 | -1 | 2 | -1 | 1 | -1.8 | -4 | -2 | 4
O=C(C(=O)N1CCC(c2ccccc2)CC1)c1cccc([N+](=O)[O-])c1 | 6 | -6 | -6 | 2 | 0 | -1 | 1.8 | -2 | 4 | ·
CCn1cc(C(=O)NCCCOC(C)C)c2cc(OC)c(OC)cc2c1=O | 4 | 1 | 3 | -1 | 3 | -2 | -1.0 | 0 | -4 | 3
CCOC(=O)c1cnc2ccc(C(=O)OC)cc2c1NCCc1ccc(OC)c(OC)c1 | -1 | 1 | 1 | 1 | -3 | 0 | -1.1 | 3 | 0 | 1
CC(C)(C)c1ccc(OCCC(=O)OCC(=O)NC2CCCCC2)cc1 | 6 | -1 | -1 | -5 | -2 | -1 | -1.2 | 2 | -6 | -10
CCn1cc(C(=O)N2CCN(c3ccc(F)cc3)CC2)c(=O)c2ccc(C)nc21 | · | 6 | -1 | -1 | 1 | 3 | · | 3 | -2 | ·

Two neighbouring compounds out of the list so far:
SMILES | TCR-CD3 inh | NR1D1 modulator | LEDGF integ inh | PRMT1 FP inh | UHRF1 binding | MBD2 inh | PG9 binder | ABHD4 inh | rCAG binder | HTRA1 inh
CCn1cc(C(=O)NCCCOC(C)C)c2cc(OC)c(OC)cc2c1=O | 4 | 1 | 3 | -1 | 3 | -2 | -1.0 | 0 | -4 | 3
CCOC(=O)c1cnc2ccc(C(=O)OC)cc2c1NCCc1ccc(OC)c(OC)c1 | -1 | 1 | 1 | 1 | -3 | 0 | -1.1 | 3 | 0 | 1

Back to the main list with the 2 entries that preceded the break.
SMILES | TCR-CD3 inh | NR1D1 modulator | LEDGF integ inh | PRMT1 FP inh | UHRF1 binding | MBD2 inh | PG9 binder | ABHD4 inh | rCAG binder | HTRA1 inh
CC(C)(C)c1ccc(OCCC(=O)OCC(=O)NC2CCCCC2)cc1 | 6 | -1 | -1 | -5 | -2 | -1 | -1.2 | 2 | -6 | -10
CCn1cc(C(=O)N2CCN(c3ccc(F)cc3)CC2)c(=O)c2ccc(C)nc21 | · | 6 | -1 | -1 | 1 | 3 | · | 3 | -2 | ·
CCOC(=O)c1cnc2nc(N3CCOCC3)nn2c1N | 2 | -6 | -2 | -4 | -2 | 3 | -3.3 | -1 | 4 | 0
Cc1cc(C)n(CCC(=O)N2CCN(S(=O)(=O)c3ccc(C)c(C)c3)CC2)n1 | 9 | 2 | 1 | 12 | 1 | 4 | -0.6 | 5 | -1 | -2
Cc1ccc2cc(CN(Cc3ccc(F)cc3)Cc3nnnn3C3CCCC3)c(=O)[nH]c2c1 | 4 | -4 | 0 | 1 | 5 | -4 | -1.0 | -6 | -1 | -17
Cn1ccnc1SCC(=O)c1cccc(C(F)(F)F)c1 | -1 | -1 | -1 | 7 | 2 | 7 | -1.8 | -12 | 2 | -9
CCCCOCCCNCC(=O)Nc1ccc(S(N)(=O)=O)cc1 | -3 | -5 | -3 | 6 | 3 | 7 | -0.7 | -3 | 3 | 9
COC(=O)C1(C(=O)OC)C/C=C\CN(S(=O)(=O)c2ccccc2[N+](=O)[O-])CC1 | 0 | 0 | 3 | -5 | 18 | 4 | -1.0 | -1 | 2 | ·
CCOC(=O)c1sc2nc(CSc3ccccc3)nc(N3CCC(C(N)=O)CC3)c2c1C | 1 | -2 | 2 | -5 | -1 | -4 | -0.4 | -27 | 0 | -63
CC(=NOC(=O)c1ccc(I)cc1)c1nccs1 | -16 | -1 | 5 | -5 | 0 | 1 | 1.3 | -6 | 2 | ·
Cc1ccc(S(=O)(=O)N2CCCOC2CNC(=O)C(=O)NCc2cccs2)cc1 (stereo not drawn) | 5 | -6 | 2 | -1 | -5 | 3 | -0.2 | -1 | 1 | 0
CC(C)CNC(=S)N(CCN(C)C)Cc1cc2cc3c(cc2[nH]c1=O)OCO3 | 2 | 5 | 0 | -7 | -2 | 1 | -0.2 | 4 | -8 | -3
COc1ccc(S(=O)(=O)N2c3ccc(F)cc3CCC2C)cc1 (stereo not drawn) | 3 | 6 | 1 | -10 | 1 | 5 | -2.6 | 0 | -3 | -7
O=S(=O)(c1cnccc1N1CCN(CCO)CC1)N1CCCC1 | -1 | -4 | -4 | 1 | 1 | 4 | 0.2 | -6 | -2 | 4
O=C(NCCCCNC(=O)c1cccnc1Cl)c1cccnc1Cl | 0 | -1 | 1 | -2 | -3 | -7 | -1.2 | 3 | 2 | 6
CC(=O)Nc1cc[n+](C(C)C(=O)c2ccc(Cl)cc2)cc1 (stereo not drawn) | 0 | 1 | -4 | 3 | 3 | 2 | 1.1 | 3 | -2 | 11
COc1cc(C(=O)N2CCN(c3cccc(C)c3C)CC2)cc(OC)c1OC | 1 | -2 | 1 | -6 | 2 | -2 | -3.2 | 1 | 0 | -4
Cc1ccc(S(=O)(=O)N2C(=O)CCC2C(=O)Nc2ccc3c(c2)OCCO3)cc1 (stereo not drawn) | 2 | 1 | 0 | -3 | -2 | 5 | -0.6 | -2 | 2 | -10
O=C(CNC(=O)c1ccccc1)Nc1ccsc1C(=O)O | 0 | -2 | -2 | -2 | 4 | 0 | -0.7 | 3 | 5 | 1
CC(C)(C)NS(=O)(=O)c1ccc(NS(C)(=O)=O)cc1 | 7 | -2 | 1 | 0 | 0 | 4 | 1.1 | 2 | -3 | -3
Cn1c(=O)c2c(nc(OC3CCCC3)n2C)n(C)c1=O | 8 | 2 | -1 | -2 | 1 | -1 | 1.1 | -6 | 2 | 4
CC(=O)c1cccc(-c2ccnc3c2CC(C(=O)NCc2ccc(N4CCN(C)CC4)cc2)O3)c1 (stereo not drawn) | 0 | 9 | 1 | -4 | 3 | 0 | -0.4 | -6 | -1 | ·
Brc1ccc(OCc2cn3ccccc3n2)cc1 | -1 | 3 | 2 | -4 | 11 | 3 | 1.8 | -5 | 0 | -10
CCCCOc1ccc(-c2nnn(CC(=O)NCCc3c[nH]c4ccccc34)n2)cc1 | 0 | -3 | 6 | -2 | -1 | -6 | -1.5 | -6 | 5 | -12
CC(=O)c1cccc(NC(=O)/C(=C\c2cccnc2)NC(=O)c2ccc(C)cc2)c1 | 0 | -2 | 3 | -2 | -1 | -4 | -1.9 | 0 | 2 | -2
CCOc1ccccc1N1CCN(C(=O)Nc2cccc(Cl)c2)CC1 | 8 | 1 | -2 | -2 | -2 | 0 | -1.3 | -2 | -7 | -17
O=C(c1cc([N+](=O)[O-])ccc1N1CCCCC1)N1CCCCC1 | 2 | 4 | 4 | -2 | -4 | -6 | -3.3 | -1 | -3 | 4

Retrieved one by one from the entries so far:
SMILES | TCR-CD3 inh | NR1D1 modulator | LEDGF integ inh | PRMT1 FP inh | UHRF1 binding | MBD2 inh | PG9 binder | ABHD4 inh | rCAG binder | HTRA1 inh
CN(C)C(=O)CSc1nnc([C@H](Cc2c[nH]c3ccccc23)NC(=O)OC(C)(C)C)o1 | -2 | 2 | 0 | 5 | 5 | 7 | 3.3 | -8 | 0 | 3
CCOC(=O)C1=CN(CC)S(=O)(=O)NC1CC (stereo not drawn) | 7 | 1 | 2 | 0 | -1 | 1 | 0.2 | 0 | 2 | 4
O=C(c1ccco1)N1CCN(C(=O)C2(S(=O)(=O)c3ccc(Cl)cc3)CC2)CC1 | 5 | 1 | 2 | 0 | 0 | 0 | -1.3 | -1 | 3 | 4
COCc1cc(Sc2ccc(Cl)cc2Cl)nc(-c2ccccc2)n1 | 1 | 5 | 2 | -1 | -3 | 3 | -0.4 | 6 | -1 | -11
CCCN(CC(=O)Nc1ccccc1C)C(=O)C1CC(=O)N(c2ccccc2C(C)CC)C1 (stereo not drawn) | -5 | 1 | -1 | 4 | 0 | -5 | 0.6 | -4 | -4 | 5
COc1ccc(C2C(C#N)=C(N)Oc3c2c(-c2ccccc2)nn3-c2ccccc2)c(OC)c1OC (stereo not drawn) | 8 | 2 | 12 | 3 | 3 | -8 | -2.2 | 19 | 42* | -7
CC(C)N1C(=O)C(O)(C2COC(C)(C)CC2=O)c2ccccc21 (stereo not drawn) | 1 | 2 | 3 | 1 | 1 | -2 | 0.2 | 0 | -2 | 5
